Source: PubChem
Hep lipid drop – inhibitors of hepatocyte lipid droplet formation, primary screen, imaging, high-throughput imaging, BODIPY stain | 240,000 compounds, 0.4% hits | inhibition, % at 6.5 µM | AML12 mouse hepatocytes, oleate lipid droplets | AID 1656, 2009;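 active = lipid droplet intensity inhibited by at least 50%, with more than 500 cells counted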
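System: AML12 hepatocytes (mouse). Probe or stimulus: oleic acid at 100 µM to induce lipid droplet formation. Times: overnight treatment with compound plus oleate. Detection: Image-based BODIPY and DAPI two-channel analysis. Evaluation: percent inhibition of filter-corrected integrated lipid droplet intensity per well.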
PMI inhibitors – inhibitors of human PMI, primary screen, biochemical, fluorescence intensity, coupled assay (AID 1209). one-dose inhibition, % at 20 µM; IC50 in µM for titrated hits. 190,000 compounds, 0.42% hits. purified PMI enzyme, coupled fluorescence intensity; higher % means a stronger effect. Mannose-6-phosphate isomerase (Homo sapiens); in the data active = inhibition above about 50%;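 note: plate controls were DMSO vehicle for no effect and wells lacking substrate for full effect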
Dynein transport – inhibitors of GR-EGFP nuclear translocation, primary screen, dynein cargo transport inhibitor project, imaging, high-content, 3617.4 mouse cells; 220,000 compounds, 0.47% hits; test concentration mostly 20 µM; stimulated with dexamethasone, 1 µM; stronger effect = lower value; z-score, hits read low; AID 1381, 2008;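 active = plate z-score of nuclear minus cytoplasmic receptor signal below a set negative limit, without overly bright fluorescence or cell loss, cut at about -3.5 in these data, passing the limit was not always enough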;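 note: z-score of nuclear minus cytoplasmic ring GR-EGFP intensity difference per well; some compounds called inactive have numbers as strong as hits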
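Also added: dexamethasone, 1.0 µM final. Medium: tet-free, stripped-serum medium. Detection: fixed, Hoechst-stained cells imaged at 10x for EGFP. Read-out: nuclear-to-cytoplasmic GR-EGFP distribution per well. Times: induction 48 h, compound 1 h, agonist 30 min.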
Ins promoter up – insulin promoter activators in MIN6 cells, imaging, high-content screening, mouse beta cells; MIN6 insulin promoter-GFP reporter; stronger effect = higher value; z-score at 5 µM; 190,000 compounds, 0.3% hits;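 active = z-score above 3 at 5 µM with at least 500 cells counted in the well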
MT stabilize HCS – microtubule stabilizers in HeLa cells, primary screen, imaging, high-content imaging; HeLa tubulin immunostaining HCS, 24 h; share of cells brighter than vehicle mean+2SD; % tubulin-high responders, % at 10 µM; 200,000 compounds, 0.83% hits;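 active = plate Z-score above 3 for both tubulin-high and condensed-nucleus cell shares, with cell loss under 80%, at 10 µM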;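 note: anti alpha tubulin signal scored within the nucleus-defined area of each cell; some results filed as inactive read as strong as hits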
T cell HTS – modulators of CD8 T cell-vesicle binding, primary screen, mouse 2C CD8+ T cells, flow cytometry; 330,000 compounds, 0.068% hits; calls only at 7 µM; 2C CD8+ T cell-vesicle binding; stronger effect = lower value;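 active = response, share of CD8 T cells binding vesicles, and their 90th percentile fluorescence all below set limits, cut at about 80% in these data, passing the limit was not always enough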
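Read-out – percent CD8+ FL2 mean versus row control · System – murine 2C transgenic CD8+ T lymphocytes · Times – 1.5 h cell–vesicle binding at 37 °C, then 20 min icy labelling · Control set – naked vesicles low, QL9 vesicles with vehicle high · Detection – cytometric PE anti-B7-1 and Alexa647 anti-CD8 signals after 1% paraformaldehyde fixation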
TNAP activation fold – human TNAP enzyme activators, primary screen, biochemical, luminescent, no phosphate acceptor, uHTS (AID 1001); Alkaline phosphatase, tissue-nonspecific isozyme (Homo sapiens); purified TNAP, luminescent activation assay, no phosphate acceptor; higher activation fold means a stronger effect; activation fold at 20 µM, or EC50 in µM where a hit was titrated; 200,000 compounds, 0.03% hits; in the data active = activation fold from about 3, or a potency from the dose series; inactive = the rest, 99 in 100 with activation fold below about 1.6; note: many of its hits are not listed in these tables
Myeloid diff 2 – induction of myeloid progenitor differentiation, primary screen, cell-based, flow cytometry, MLPCN library | 360,000 compounds, 1% hits | AID 624256, 2012 | ER-HoxA9 myeloid progenitors, lysozyme-GFP differentiation | calls only at 10 µM;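 active = normalized GFP-positive differentiation at or above the plate's own cutoff, the solvent-only control mean plus 3 SD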;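 note: cells exposed to compound for four days before flow analysis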
b-catenin transl – modulators of beta-catenin nuclear translocation, primary screen, imaging, HeLa cells, immunofluorescence, high-content | 190,000 compounds, 0.3% hits | nuclear translocation activity, % at 5 µM;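 active = nuclear translocation activity above 50% at 5 µM, with a well cell count of 50 or more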;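 note: per-cell ratio of nuclear to cytoplasmic median beta-catenin stain intensity; plate controls were DMSO negative control for no effect and GSK-3 inhibitor IX positive control for full effect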
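Test system: HeLa cells, endogenous beta-catenin; Compound: single 5 µM dose plus 0.02–20 µM confirmation series; Times: compound exposure 24 h at 37°C; Signal: fluorescence imaging of beta-catenin antibody stain plus DAPI; Read-out: % activation, nuclear-to-cytoplasmic median beta-catenin signal ratio per cell.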
Dynein transport cytoplasmic EGFP – recorded beside Dynein transport, whose call it bears; z-score; measured here: cytoplasmic GR-EGFP intensity; stronger effect = higher value
Dynein transport nuclear GR-EGFP – second read-out of Dynein transport, no call of its own (marks repeat the call); z-score; measured here: nuclear GR-EGFP intensity;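 lower value marks the stronger effect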
Dynein transport cell count – also measured in Dynein transport; calls as there; z-score; measured here: cell count per field
Ins promoter up cell count – further read-out of Ins promoter up, marked with its call; cell count; measured here: cytotoxicity, nuclei count;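 total cells summed across four imaged fields per well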
Hep lipid drop cells 6.5 µM – recorded beside Hep lipid drop, whose call it bears; cell count; measured here: cell count, cytotoxicity flag;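 cells counted across two imaged fields per well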
b-catenin transl cell count 5 µM – second read-out of b-catenin transl, no call of its own (marks repeat the call); cell count; measured here: cell count, cytotoxicity flag
T cell HTS vesicle-bound % – also measured in T cell HTS; calls as there; double positive events, %; measured here: CD8+ vesicle-bound cell fraction;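 binding gate set so that unloaded-vesicle control wells show 10% double positive cells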
MT stabilize HCS Hoechst-high % – recorded beside MT stabilize HCS, whose call it bears; % Hoechst-high responders; measured here: nuclear condensation Hoechst responders;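 share of cells brighter than vehicle mean plus two SD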
MT stabilize HCS cytotoxicity % – also measured in MT stabilize HCS; calls as there; toxicity, %; measured here: cytotoxicity by cell density;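 0% = mean cell density of plate MIN control wells and 100% = no cells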
Myeloid diff 2 GFP+ MAC1+ % – also measured in Myeloid diff 2; calls as there; GFP+ MAC1+ double positive, %; measured here: differentiation confirmed by MAC1 staining
The depositor's hits bear a star; i = inactive; · = no result given.

SMILES	Hep lipid drop	Hep lipid drop cells 6.5 µM	PMI inhibitors	Dynein transport	Dynein transport cytoplasmic EGFP	Dynein transport nuclear GR-EGFP	Dynein transport cell count	Ins promoter up	Ins promoter up cell count	MT stabilize HCS	MT stabilize HCS Hoechst-high %	MT stabilize HCS cytotoxicity %	T cell HTS	T cell HTS vesicle-bound %	TNAP activation fold	Myeloid diff 2	Myeloid diff 2 GFP+ MAC1+ %	b-catenin transl	b-catenin transl cell count 5 µM
Cc1cc2ccccn2c1C(=O)c1cccc(S(=O)(=O)N2CCOCC2)c1	3	707	16%	-0.84	0.39	-0.71	-0.35	·	·	3.5	3.8	5.5	i	69	1	i	0.3	0.2	1056
CCN(CC)C(=S)Nc1cc(C(=O)OC)ccc1C(=O)OC	3	728	8%	-0.88	-0.3	-0.73	0.59	-0.1	1315	2.7	3.7	4.8	i	23	1.1	i	1.6	-0.2	537
CCC1Sc2ccccc2N(CC(=O)NC2CCCCC2)C1=O (stereo not drawn)	-9	775	-1%	-0.58	-0.23	-0.3	0.29	-0.64	1204	2.2	1.1	6.9	i	50	1.1	i	1.5	-0.1	1101
CCn1ccnc1CNCc1cn(-c2cc(C)ccc2C)nc1-c1ccccc1	2	596	·	2	-0.18	0.82	-1.3	-0.38	1059	2.7	1.8	12	i	43	1.5	i	0.4	-0.1	1531
Cc1cc(C)cc(N2C(=O)CSC2c2ccccn2)c1 (stereo not drawn)	-10	674	-12%	-0.65	-0.25	-0.24	0.69	-0.11	1365	3.5	2.8	0.7	i	37	1.2	i	0.5	2.5	1034
Cc1ccc(C2CC(c3ccc(Cl)cc3)n3nc(N)nc3N2)cc1 (stereo not drawn)	3	687	2%	1.7	-0.16	0.9	-0.53	·	·	2.1	3.9	9.9	i	58	1	i	0.6	-1.2	1140
CC1CN(c2ccc(Oc3ccccc3)cc2)c2nc3c(c(=O)n(CC(N)=O)c(=O)n3C)n2C1 (stereo not drawn)	11	728	·	-0.51	-0.81	0.042	0.24	-0.63	904	·	·	·	i	35	·	i	2.5	-2.7	1112
CCOc1cccc2cc(C(=O)NCc3cccnc3)c(=O)oc12	-2	768	8%	0.34	-0.24	-0.65	-0.29	0.27	1283	3.1	1.1	4.3	i	14	1.1	i	1.2	1.8	998
CCC1(C)COC(C)(CC(=O)NNC(=O)Nc2ccccc2)OC1 (stereo not drawn)	1	679	0%	-0.18	-0.25	0.13	-0.26	0.07	1574	1.7	0.7	2.2	i	31	1.2	i	0.4	0.1	1514
O=c1nc(N2CCCCCC2)nc(N2CCCCCC2)[nH]1	·	·	4%	-1.1	0.00034	0.18	0.73	0.61	1577	1.9	3.1	9.5	i	8	1.1	i	0.9	-2.4	1363
Cc1cccc(Nc2ccccc2C(=O)O)c1C	1	710	-17%	0.095	-0.3	0.23	0.62	·	·	1.6	3.6	13	i	19	1	i	1.5	-2.7	619
COc1cc(/C=N/NS(=O)(=O)c2ccc3ccccc3c2)ccc1OCCN1CCOCC1	-8	580	12%	0.044	-0.33	-0.27	0.11	-0.69	2307	3.0	2.0	4.0	i	6	1	i	0.7	-0.1	1032
CCOC(=O)C(=CNc1ccc(Oc2cccnc2)nc1)C(=O)OCC	-4	663	·	-0.045	-0.29	-0.047	0.36	-0.47	1387	·	·	·	i	32	·	i	0.7	-2.6	1226
Nc1c(C(=O)NCc2ccco2)sc2nc(N3CCOCC3)c3c(c12)CCCC3	·	·	-23%	2.7	0.35	0.68	-2.3	-0.56	1326	4.3	3.4	13	i	49	1	i	2.5	-3.2	884
O=C(Nc1nnc(CCOCCOCCc2nnc(NC(=O)c3ccco3)s2)s1)c1ccco1	-2	836	-14%	-0.86	1.2	-0.21	-1	-1.2	857	1.3	1.7	9.2	i	4	1.1	i	6.2	-1.8	1195
COc1ccc(CC(=O)OCC(=O)Nc2ccc(Cl)c(S(=O)(=O)N(C)C)c2)cc1	16	700	9%	0.24	-0.34	0.59	0.12	-0.71	1194	3.7	2.6	6.1	i	39	1	i	0.3	-1.0	1116
Cc1nc2c(Cl)c(C)nn2c2c1CCC2	·	·	16%	0.18	0.16	0.44	0.00056	-0.86	1360	4.1	1.3	9.1	i	54	1.1	i	0.8	1.3	1045
C=CCNC(=O)c1ccccc1NC(=O)c1ccccc1SC	-12	636	2%	-0.23	-0.25	-0.35	0.77	·	·	2.1	3.5	7.5	i	32	1	i	0.2	1.1	1532
CC1(C)CC(NC(=O)c2sc3cc(Cl)ccc3c2Cl)CC(C)(C)N1	-22	704	6%	0.75	-0.13	0.86	1.1	-1.2	1502	5.0	3.8	4.6	i	30	1.6	i	0.8	0.0	894
O=C(Nc1ccc(Cl)cc1)N1CC=CCC1	·	·	4%	0.14	-0.14	0.72	0.2	-1	630	2.2	2.6	9.4	i	22	1.1	i	0.4	-2.9	774
Cc1nc2c(-c3ccccc3)c(C)nn2c(N)c1-c1ccccc1	-6	732	18%	0.44	-0.26	0.12	-0.51	·	·	4.3	2.2	7.9	i	57	1	i	0.3	-0.2	1136
O=C(c1n[nH]c2c1CCCC2)n1ccnc1	0	603	16%	-0.72	-0.2	-0.067	0.78	1.1	1245	11	1.3	9.1	i	52	0.3	·	·	-0.4	1047
CC(C)C(=O)NCc1cc(-c2ccc(Cl)cc2)no1	-3	717	9%	-0.078	0.86	0.16	-0.22	-0.58	1613	3.2	2.1	3.7	i	19	1	i	0.2	0.5	971
COC(=O)c1ccc(NC(=O)CSc2nc(=O)cc(N)n2-c2ccccc2)cc1	-3	661	-3%	0.12	-0.27	-0.093	0.33	0.25	1592	7.8	0.5	6.4	i	58	1.1	i	0.1	-5.4	1115
C=CCOC(=O)C1=C[C@@H](c2cn(C(C)=O)c3ccccc23)C[C@@H](OCCCCO)O1	2	697	-4%	-1.4	0.24	-0.48	0.64	-0.83	1208	1.3	1.2	1.8	i	14	1.1	i	0.7	-1.8	1153
COc1ccc(-c2nn(-c3ccccc3)cc2/C=N/N=C(N)N)cc1OC	-8	519	7%	-0.47	-0.25	-0.36	0.41	-0.13	1019	2.5	4.4	0.5	i	47	1	i	0.6	14	291
CC(C)Oc1ccc(CC2CCC(=O)N(C)C2=O)cc1 (stereo not drawn)	-17	641	3%	-0.6	-0.23	-0.12	0.5	-0.25	1353	3.3	1.3	7.9	i	48	1.3	i	0.4	-0.6	1165
COc1cc(/C=C(/C#N)c2ccccc2)ccc1Oc1ccc([N+](=O)[O-])cn1	-26	657	-4%	·	·	·	·	0.05	1600	1.9	1.1	5.7	i	54	0.9	i	3.5	-0.4	1140
CC(=O)Nc1nc(=S)ss1	-1	718	26%	0.47	-0.31	0.4	0.31	-0.05	1259	2.5	1.7	6.4	i	59	1.1	i	1.1	·	·
O=C(COc1ccc(Br)cc1)Nc1ccncc1	2	675	-7%	-0.51	0.077	-0.026	0.051	-0.3	931	1.8	1.3	6.6	i	16	1.1	i	0.6	·	·
O=C(CS(=O)(=O)Cc1ccccc1)Nc1ccc2c(c1)OCO2	-15	663	-8%	-0.26	-0.23	0.018	0.39	0.09	1119	5.1	2.3	4.7	i	52	1	i	0.2	-1.3	1082
O=C(CC(Nc1cccc(Cl)c1Cl)C(=O)OCC(=O)c1cccs1)c1ccccc1 (stereo not drawn)	2	675	23%	0.068	-0.21	0.0085	0.24	1	1665	4.8	2.4	9.9	i	59	1.1	i	0.4	-1.3	1013
